Screening data from PubChem.
Rac1 mut GTP – alters GTP binding to activated mutant human Rac1. P63000. GST-Rac1 activated beads, fluorescent GTP binding, flow cytometry; actives lie on both sides; 100% means binding = to untreated wells. percent activity (GTP binding), % at 10 µM. 190,000 tested, 0.11% active;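 active = GTP binding at least 20 percentage points away from the 100% baseline, in either direction, so actives lie on both sides; inconclusive = Compound likely fluorescent itself, or too few beads counted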
Rac1 wt GTP bind – alters GTP binding to wildtype human Rac1; 190,000 tested, 0.27% active; GST-Rac1 beads, fluorescent GTP binding, flow cytometry; actives lie on both sides; 0 = cold GTP competed, 100 = untreated; GTP binding activity (% of control), % at 10 µM;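 active = GTP binding activity at least 20 points away from the 100% control level, either lower or higher; inconclusive = compound flagged as likely green fluorescent, judged across all proteins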
Rab2 wt GTP – changes GTP binding to wildtype dog Rab2A, up or down; P61105; GST-Rab2 wt beads, Bodipy-GTP binding, flow cytometry; GTP binding activity, % at 10 µM; 190,000 tested, 0.19% active;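 active = GTP binding activity at least 20 points away from 100%, either lowered or raised; inconclusive = signal likely due to the compound's own green fluorescence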;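 also: 0% = beads with excess unlabeled GTP and 100% = no-compound control corrected for plate trend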
Cdc42 wt GTP – modulators (inhibitors or activators) of GTP binding to human Cdc42 wildtype. AID 761. 190,000 tested, 0.2% active. P60953. GST-Cdc42 beads, Bodipy-GTP binding, flow cytometry; actives lie on both sides. percent activity (GTP binding), % at 10 µM;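 active = percent activity GTP binding at least 20 points away from the 100% baseline, either down as inhibitor or up as activator; inconclusive = compound flagged as likely green fluorescent from well-wide comparison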;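 also: median bead fluorescence of bound Bodipy-FL-GTP at 100 nM; 0% = excess unlabeled GTP control and 100% = no compound control; below 100% means less GTP binding so inhibitor and above means activator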
Target sequence (P60953 whole entry, looked up): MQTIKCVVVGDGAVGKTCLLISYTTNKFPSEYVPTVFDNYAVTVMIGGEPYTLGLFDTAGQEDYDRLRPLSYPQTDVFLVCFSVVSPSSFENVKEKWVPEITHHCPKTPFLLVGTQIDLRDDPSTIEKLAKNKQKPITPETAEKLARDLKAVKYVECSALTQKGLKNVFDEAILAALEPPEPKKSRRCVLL
Mcl-1 Bim block – disrupts Bim peptide binding to human Mcl-1. Q07820. Bead-based flow cytometry, Bim peptide-Mcl-1 binding. inhibition, % at 10 µM. 190,000 tested, 0.1% active; in the data active = inhibition above about 40%;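 also: 0% = no compound tracer wells and 100% = peptide blocker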
Target sequence (Q07820 whole entry, looked up): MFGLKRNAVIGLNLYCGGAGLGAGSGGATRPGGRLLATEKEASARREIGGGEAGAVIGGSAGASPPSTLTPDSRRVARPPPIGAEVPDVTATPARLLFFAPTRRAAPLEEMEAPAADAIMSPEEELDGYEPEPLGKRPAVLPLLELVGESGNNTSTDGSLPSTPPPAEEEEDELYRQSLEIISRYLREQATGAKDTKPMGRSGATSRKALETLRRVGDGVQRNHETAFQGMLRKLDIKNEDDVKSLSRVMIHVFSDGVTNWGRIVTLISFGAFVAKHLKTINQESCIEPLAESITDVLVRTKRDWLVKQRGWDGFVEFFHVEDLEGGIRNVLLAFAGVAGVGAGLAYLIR
Pf gamet viab – kills late stage P. falciparum gametocytes; P. falciparum stage V gametocytes, ATP luminescence, 24 h; inhibition, % at 10.9 µM; 150,000 tested, 0.065% active; AID 743093;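 active = inhibition above the mean plus 3 SD of compounds within the control limits, set per campaign, cut at about 38% in these data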;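 also: 0% = DMSO wells and 100% = medium only without gametocytes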
Rab7 wt GTP bind – modulators of GTP binding to dog Rab7 wildtype GTPase; GST-Rab7 beads, fluorescent GTP binding, flow cytometry; actives lie on both sides; untreated = 100%, excess cold GTP = 0%; AID 758; 190,000 tested, 0.055% active; GTP binding activity (percent of control), % at 10 µM;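 active = fluorescent GTP binding to Rab7 beads changed by at least 20 points from the 100% baseline, either direction, mostly lower; inconclusive = compound itself probably fluorescent, or too few beads counted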;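 also: median green fluorescence of bound Bodipy-FL-GTP per Rab7 bead population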
HRas wt GTP bind – changes GTP binding to wildtype human HRas; AID 759; P01112; GST-Ras wt beads, Bodipy-FL-GTP binding, flow cytometry; actives lie on both sides; 190,000 tested, 0.14% active; GTP binding activity, % at 10 µM;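 active = GTP binding activity at least 20% away from the 100% baseline, either lowered as inhibitor or raised as activator; inconclusive = flagged as likely green fluorescent, judged across all proteins in the well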;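 also: 0% = unlabeled GTP competition control and 100% = no-compound control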
Target sequence (P01112 whole entry, looked up): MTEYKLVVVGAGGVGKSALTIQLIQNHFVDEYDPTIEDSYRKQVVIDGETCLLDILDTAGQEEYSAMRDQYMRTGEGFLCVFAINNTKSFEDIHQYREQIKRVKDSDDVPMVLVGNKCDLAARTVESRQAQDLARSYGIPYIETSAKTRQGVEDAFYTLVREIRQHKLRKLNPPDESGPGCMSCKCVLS
Mcl1 Noxa PPI – disrupts binding of human Mcl-1 to Noxa peptide | TR-FRET Mcl-1/Noxa peptide binding, 2 h | inhibition, % at 21.7 µM | 220,000 tested, 1.5% active | AID 1022;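 active = compounds that cut the protein-peptide binding signal by more than 50% relative to plate controls in a single-dose test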;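 also: His-tagged Mcl-1 with rhodamine Noxa BH3 peptide and terbium anti-His antibody; 0% = Mcl-1 plus Noxa peptide wells and 100% = peptide-only wells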
Avidin bead fluor – avidin bead compound fluorescence profile. 220,000 tested, 0.38% active. fluorescence (KMESF) at 10 µM. Avidin beads, compound fluorescence 488/530 nm, flow cytometry; stronger effect = higher value; in the data active = fluorescence above about 47; also: inactives centre near 10
Mcl1 Bid PPI – disrupts binding of human Mcl-1 to Bid peptide. TR-FRET Mcl-1/Bid-Dy647 peptide binding, 1536-well. inhibition, % at 21.7 µM. 220,000 tested, 0.97% active;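 active = compounds that cut the binding signal by more than half at the single screening dose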;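 also: His-tagged Mcl-1 with europium anti-His antibody binding Bid BH3 peptide; 0% = Mcl-1 plus peptide wells and 100% = peptide-only wells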
Numbers without * were called inactive; ? = inconclusive; · = no result given.

SMILES	Rac1 mut GTP	Rac1 wt GTP bind	Rab2 wt GTP	Cdc42 wt GTP	Mcl-1 Bim block	Pf gamet viab	Rab7 wt GTP bind	HRas wt GTP bind	Mcl1 Noxa PPI	Avidin bead fluor	Mcl1 Bid PPI
Cc1cc(NS(=O)(=O)c2ccc(NC(=O)CN3C(=O)c4ccccc4C3=O)cc2)nc(C)n1	98	101	99	100	-1	12	98	98	4	18	2
Cc1cccc(CCNC(=O)C2CCN(S(=O)(=O)c3c(C)noc3C)CC2)c1	100	103	99	101	8	·	100	99	-15	13	-17
Cc1cccc(/C(N)=N/OC(=O)N2c3ccccc3Sc3ccccc32)c1	94	99	99	100	2	·	101	100	7	31	-30
Cc1ccc(-c2ccc(/C=N/N=C3/NC(=O)C(CC(=O)O)S3)o2)c([N+](=O)[O-])c1 (configuration not stated)	94	86	93	91	1	-43	97	92	29	8	-37
COC(=O)c1sccc1NC(=O)NC1CCCCC1	97	101	97	96	-2	-8	97	96	5	7	-7
CC(=O)N(Cc1ccc2c(c1)OCO2)C1CC(=O)N(CCc2ccccc2)C1=O (configuration not stated)	97	102	95	101	-2	·	85	94	15	7	3
COc1cc(/C=N/Nc2nn3cnnc3c3ccccc23)cc(OC)c1OC	96	98	98	96	2	·	102	98	53*	37	-10
CCc1ccc(-c2ccc(C(=O)O)cc2)nc1	99	97	99	98	0	-36	100	100	0	5	-7
COCC(C)NC(=O)c1cc(-c2ccc(OC)c(OC)c2)on1 (configuration not stated)	96	96	99	102	-3	·	101	99	11	35	-10
Cc1nnc(NC(=O)c2ccncc2)s1	102	103	102	99	-1	8	103	101	22	10	-13
CSC1=NC(NCCCO)c2c(sc3c2CC(C)(C)OC3)N1 (configuration not stated)	100	100	101	101	0	·	102	102	7	12	-12
CCOc1ccccc1-n1c(N)c(C(N)=O)sc1=S	99	107	98	101	-5	-5	100	99	2	23	-32
COc1cc2c(cc1OC)C1C(C(=O)Nc3ccccc3N3CCN(C)CC3)c3ccccc3C(=O)N1CC2 (configuration not stated)	98	100	97	97	0	-3	99	98	11	10	-24
O=C(Cc1ccc(Cl)cc1)NCc1ccccc1Cl	98	99	97	98	1	5	97	97	14	12	-3
Cc1cccc(NC(=O)c2ccc3nsnc3c2)c1C	95	99	98	98	-1	·	103	99	-12	11	-27
O=C(NNc1nc(Nc2ccccc2)nc(N2CCOCC2)n1)Nc1ccc(Cl)cc1	95	99	94	95	-3	4	94	96	18	10	-15
CN(CC(=O)Nc1ccc(N2CCOCC2)cc1)C(=O)CC(c1ccccc1)c1ccccc1	95	98	95	102	-1	25	94	96	32	·	-36
COc1ccc(Cn2nnnc2C(c2ccncc2)N2CCOCC2)cc1 (configuration not stated)	99	108	101	101	-2	·	101	100	13	13	-21
C=CCn1c(SCC(=O)NCc2ccco2)nnc1-c1ccc2ccccc2n1	98	98	95	97	-5	-14	94	98	48	25	-24
O=[N+]([O-])c1ccc2cn(-c3ccccc3)nc2c1	99	106	101	101	-7	6	100	100	18	6	10
COc1ccc(-c2noc(CSc3nnc(Cc4ccccc4)n3-c3cccc(C)c3)n2)cc1OC	97	104	99	99	0	22	98	99	36	22	3
COc1ccc(-c2cc(C(F)(F)F)n3nc(C(=O)NCc4ccco4)c(Cl)c3n2)cc1	97	101	96	96	0	·	98	98	-19	11	-22
Cc1ccccc1Nc1nc(N)nc(CN2C(=O)NC3(CCCCC3C)C2=O)n1 (configuration not stated)	100	102	99	99	4	·	96	98	-34	12	-91
Nc1ccc(S(=O)(=O)NC(=O)c2ccccc2)cc1	98	104	97	103	-2	·	104	99	29	8	12
COc1ccc(C2CC(=O)C(C=NCCN3CCN(C(C)=O)CC3)=C(O)C2)cc1 (configuration not stated)	100	104	103	102	·	·	105	102	-6	8	2

Some of these compounds in order of length of the SMILES, lowest first:
SMILES	Rac1 mut GTP	Rac1 wt GTP bind	Rab2 wt GTP	Cdc42 wt GTP	Mcl-1 Bim block	Pf gamet viab	Rab7 wt GTP bind	HRas wt GTP bind	Mcl1 Noxa PPI	Avidin bead fluor	Mcl1 Bid PPI
Nc1ccc(S(=O)(=O)NC(=O)c2ccccc2)cc1	98	104	97	103	-2	·	104	99	29	8	12
O=[N+]([O-])c1ccc2cn(-c3ccccc3)nc2c1	99	106	101	101	-7	6	100	100	18	6	10
COCC(C)NC(=O)c1cc(-c2ccc(OC)c(OC)c2)on1 (configuration not stated)	96	96	99	102	-3	·	101	99	11	35	-10
Cc1cccc(CCNC(=O)C2CCN(S(=O)(=O)c3c(C)noc3C)CC2)c1	100	103	99	101	8	·	100	99	-15	13	-17
COc1cc2c(cc1OC)C1C(C(=O)Nc3ccccc3N3CCN(C)CC3)c3ccccc3C(=O)N1CC2 (configuration not stated)	98	100	97	97	0	-3	99	98	11	10	-24

Other structures follow.
SMILES	Rac1 mut GTP	Rac1 wt GTP bind	Rab2 wt GTP	Cdc42 wt GTP	Mcl-1 Bim block	Pf gamet viab	Rab7 wt GTP bind	HRas wt GTP bind	Mcl1 Noxa PPI	Avidin bead fluor	Mcl1 Bid PPI
CCOc1ccccc1N(CC(=O)NCC1CCCO1)C(=O)CCC(=O)Nc1ccccn1 (configuration not stated)	100	104	99	101	-2	-37	98	99	0	32	10
CCN(CC)c1ccc(NC(=O)c2ccc(Br)o2)c(C)c1	94	95	94	93	-3	·	98	93	17	22	-10
CC1=C(C(N)=O)C(c2ccncc2)n2nc(-c3ccccc3Cl)nc2N1 (configuration not stated)	100	106	103	106	0	·	102	104	17	7	28
CCOC(=O)c1cc(C#N)c(SCc2cccc3ccccc23)nc1C	95	96	96	94	0	·	94	95	7	10	-31
CC(C)(C)c1ccc(OCC(=O)N/N=C/C2CC=CCC2)cc1 (configuration not stated)	90	92	93	95	0	-5	94	94	14	8	-21
COc1ccc(N(CC(=O)NCCC2=CCCCC2)S(=O)(=O)c2ccc(C)cc2)cc1	95	102	102	98	-1	·	106	98	10	9	-26
O=C(c1cccc(F)c1)N1CCN(c2cccc(C(F)(F)F)c2)CC1	98	104	103	105	-2	-20	100	101	5	13	-20
CCCc1noc2c1C(c1cc(Br)ccc1F)C(C#N)=C(N)N2 (configuration not stated)	89	91	94	89	-5	·	103	96	22	9	-8
CCN(C(=O)CSc1nncn1-c1ccccc1)c1c(N)n(Cc2ccccc2)c(=O)[nH]c1=O	102	105	102	103	-2	19	98	102	13	12	-1
COC(=O)[C@H](CCSC)NC(=O)Nc1cc(C)ccc1C	100	104	102	104	0	·	103	104	-9	18	-22
COc1ccc(NC(=O)C2CCN(S(=O)(=O)c3cccc4cccnc34)CC2)cc1	97	102	98	100	-1	·	104	100	2	8	-7
Cc1ccccc1Cn1cc(C)c(=O)[nH]c1=O	93	92	96	91	-6	-19	98	96	1	9	-30
Cc1cccc(N2CCN(C(=O)Cn3cnc4c3c(=O)n(C)c(=O)n4C)CC2)c1C	100	109	101	105	0	·	101	101	16	5	-22
O=C(Cc1ccccc1)c1nnc(-c2ccccc2)o1	98	101	99	101	2	·	98	101	19	11	-12
O=c1nc2ccccc2c(NS(=O)(=O)c2ccccc2)n1-c1ccccc1	103	104	104	103	-2	·	100	105	7	3	-20
O=C1[C@@H]2C(Cc3ccc(O)cc3)NC3(C(=O)Nc4ccc(F)cc43)[C@@H]2C(=O)N1c1ccc(F)cc1 (some centres not stated)	96	97	96	96	0	26	99	96	14	9	0
Cc1ccc(NC(=O)c2cc(NC(=O)CCC(=O)O)ccc2N2CCCCC2)cc1	100	102	102	102	0	-1	103	101	11	12	18
CN1CCN(CCCCOc2ccccc2-c2ccccc2)CC1	98	98	100	100	13	-7	103	99	25	10	24
Cn1/c(=N/N=C/c2ccccn2)sc2ccccc21	96	98	98	99	2	-9	99	96	-5	13	-23
O=C(COc1ccccc1C(=O)Nc1ccccc1)c1ccc(Br)cc1	?	?	?	?	-3	12	?	?	32	8	21
C(/C=C/c1ccccc1)=N/N1CCN(c2ccccc2)CC1	99	105	100	102	0	·	102	101	19	17	-33
O=C(NC1CCCCC1)c1cc([N+](=O)[O-])ccc1N1CCOCC1	99	102	99	100	1	·	100	101	17	11	-8
c1ccn2c(CNc3ncnc4sccc34)nnc2c1	94	98	95	97	0	·	97	95	33	24	-7
CCOC(=O)N1CCC(NC(=O)C2CCN(c3nc(-c4ccc(OC)cc4)no3)CC2)CC1	98	101	103	98	-4	·	101	100	8	11	-33
N=C1C(c2nc3ccccc3s2)=C(O)CN1Cc1ccco1	98	100	99	100	-3	·	104	101	14	11	-24
(further entries)
SMILES	Rac1 mut GTP	Rac1 wt GTP bind	Rab2 wt GTP	Cdc42 wt GTP	Mcl-1 Bim block	Pf gamet viab	Rab7 wt GTP bind	HRas wt GTP bind	Mcl1 Noxa PPI	Avidin bead fluor	Mcl1 Bid PPI
Cc1ccc(/C=N/NC(=O)C(C)Oc2ccccc2[N+](=O)[O-])s1 (configuration not stated)	100	100	99	103	-1	·	103	101	3	2	-12
CCCCCCCCC(=O)N/N=C/c1ccccn1	101	103	103	103	0	-3	96	104	0	8	-3
O=C(NCCSc1ccccc1)c1ccccc1Cl	101	104	100	98	-2	·	105	102	17	6	-10
COc1cccc(NC(=O)c2nnn(CCc3ccccc3)c2N)c1	98	100	99	100	0	·	97	99	2	6	-27
Nc1cccc(C(=O)OCC(=O)c2ccccc2)c1	97	98	94	98	1	-12	93	95	-6	7	-40
COc1ccc(S(=O)(=O)NCC2CCCN(C(=O)c3occc3C)C2)cc1 (configuration not stated)	96	98	97	97	0	-3	94	94	-2	10	-29
CCOc1ccc(NC(=O)CN2C(=O)C(C)SC(C)C2=O)cc1 (configuration not stated)	98	101	98	99	0	-1	105	101	6	8	-12

Exported with two lines to a compound: part of the list above.
Each structure is followed by: Rac1 mut GTP, Rac1 wt GTP bind, Rab2 wt GTP, Cdc42 wt GTP, Mcl-1 Bim block, Pf gamet viab, Rab7 wt GTP bind, HRas wt GTP bind, Mcl1 Noxa PPI, Avidin bead fluor, Mcl1 Bid PPI
> COc1cccc(NC(=O)c2nnn(CCc3ccccc3)c2N)c1
→ 98, 100, 99, 100, 0, ·, 97, 99, 2, 6, -27
> O=C(NCCSc1ccccc1)c1ccccc1Cl
→ 101, 104, 100, 98, -2, ·, 105, 102, 17, 6, -10
